Compound activity (PubChem)
S1P3 antagonist: blocks the human S1P3 receptor | Q99500 | CHO S1P3 NFAT-BLA reporter, FRET fluorescence, antagonist mode | inhibition, % at 4.98 µM | 170,000 compounds, 0.27% hits | AID 485;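 active means inhibition above the plate cutoff, the mean inhibition of test wells on that plate plus 3 SD, cut at about 28% in these data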;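 further: cells challenged with S1P at its EC80 of 0.8 µM; blue over green emission ratio from cleaved BLA substrate after 4 h stimulation; 0% = S1P-stimulated wells and 100% = unstimulated DMSO-only wells; some compounds past the cut are filed as inactive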
Target sequence (Q99500 whole entry, looked up): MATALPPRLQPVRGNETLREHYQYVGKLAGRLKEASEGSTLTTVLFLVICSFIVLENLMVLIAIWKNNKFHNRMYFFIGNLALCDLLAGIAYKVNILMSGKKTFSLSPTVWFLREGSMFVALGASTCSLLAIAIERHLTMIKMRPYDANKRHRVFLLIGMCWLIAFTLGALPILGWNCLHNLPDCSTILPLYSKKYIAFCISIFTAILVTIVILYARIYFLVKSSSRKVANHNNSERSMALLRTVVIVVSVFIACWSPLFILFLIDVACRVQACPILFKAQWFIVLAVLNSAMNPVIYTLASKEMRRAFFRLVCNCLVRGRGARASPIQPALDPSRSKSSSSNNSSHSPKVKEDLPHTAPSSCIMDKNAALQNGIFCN
Active calls of the source: *.

SMILES | S1P3 antagonist
O=C(c1ccc(N2CCCC2)c([N+](=O)[O-])c1)N1CCN(CCO)CC1 | 5
CCC(C)[C@H](NC(=O)N1CCC(C)CC1)C(=O)O (stereo partly specified) | -3
Cc1c(C(=O)/C=C/N(C)C)nnn1-c1ccc(Cl)c(Cl)c1 | 1
CCOc1cc(/C=N/Nc2ccc(C(=O)O)cc2)ccc1OC(=O)c1ccccc1C | 4
CCn1c(=O)c2cc(C(=O)Nc3ccc(OC)cc3OC)sc2c2ccccc21 | -5
CCOc1ccc(N2C(=O)/C(=C/c3ccccn3)SC2=S)cc1 | 4
O=C(O)c1ccccc1-c1ccccc1C(=O)Nc1cccc(Br)c1 | -6
COc1ccc(-c2ccc(-c3noc(-c4ccncc4)n3)c(OC)n2)cc1 | -26
Cn1cccc1/C=N/N1CCN(Cc2ccccc2)CC1 | -12
O=C(CCl)Nc1ccc(Sc2ccc(NC(=O)CCl)cc2)cc1 | -4
O=C(Nc1ccc(Oc2ncnc3cc(Cl)ccc23)nc1)c1cccs1 | 1
Nc1ccccc1C(=O)NNc1c2ccccc2nc2ccccc12 | 12
Cc1ccc2nc(-c3cccc(-c4nc5ccc(C)cc5o4)n3)oc2c1 | -28
CCc1cccc(NC(=O)c2ccc(CNc3c(N4CCCC4)c(=O)c3=O)cc2)c1 | 4
Cn1c(-c2ccc3ccccc3n2)[n+](C)c2ccccc21 | -11
O=C(N/N=C\C=C\c1ccco1)c1cncc(Br)c1 | 14
COc1ccc(N2C(=O)c3ccccc3NC2c2ccc(OC)c(CN3CCOCC3)c2)cc1 (stereo unspecified) | 3
Cn1c(N)c(C(=O)/C=C/c2ccccc2)c(=O)[nH]c1=O | -2
C=CCNC(=S)Nc1c(N)n(C)c(=O)n(C)c1=O | -10
O=C(CSc1ccccn1)Nc1ccc2c(c1)OCO2 | -7
COC(=O)c1sc(-c2ccc(Cl)cc2)cc1NC(=O)/C=C/C(=O)O | -12
CCOC(=O)c1ccc(Nc2sc(C(=O)c3cccc([N+](=O)[O-])c3)c(N)c2C#N)cc1 | -11
O=C(c1ccc2c(c1)N(Cc1ccccc1F)C(=O)c1ccccc1S2)N1CCOCC1 | 5
CC(C)(C)c1ccc(N2C(=O)CC(C/C=C/c3ccccc3)C2=O)cc1 (stereo unspecified) | -6
CCOC(=O)c1cn2nc(Oc3ccc(C(=O)OC)cc3)ccc2n1 | 11
O=C(Nc1ccc(CN2CCCCC2)cc1)c1sc2ccccc2c1Cl | -7
O=C(NC1CC1)C1CCN(C2CCN(C(=O)CSc3ccccc3)CC2)CC1 | -10
Oc1ccccc1-n1nc2ccc3nonc3c2n1 | 2
CCCCn1c(-c2cccs2)nc2oc3ccccc3c(=O)c2c1=O | -5
COc1cc(C(F)(F)F)c(C(=O)N(C)Cc2cccc(Cl)c2)cn1 | 11
CC(=O)Nc1ccc(NC(=O)C/C(C)=N/NC(=O)C(=O)Nc2ccc(C)c(Cl)c2)cc1 | -7
CCCCCCN1C=CC=C/C1=C\C=C(C#N)C#N | 11
COc1ccnc(N=CNOCc2ccc(Cl)cc2)c1C#N | -9
Cc1nc(C(=O)NNC(=O)Nc2ccccc2)cs1 | 7
Cc1ccc(C)c(C2NC(=O)c3ccccc3N2)c1 (stereo unspecified) | 3
COc1ccc(/C=N/NC(=O)CN2CCCc3ccccc32)c(OC)c1 | 2
O=C1C2C3c4ccccc4C(c4ccccc43)[C@@H]2C(=O)N1c1ccccn1 (stereo partly specified) | -15
CC(C)(C)C(=O)O/N=C(\N)c1ccc([N+](=O)[O-])s1 | -12
CCn1c(SCC(=O)Nc2ccc(C)cc2)nc(O)cc1=O | -16
CNC(=O)COC(=O)c1cc(-c2ccco2)nc2ccccc12 | -7
N#CC1C=Cc2ccccc2N1C(=O)c1ccccc1 (stereo unspecified) | -2
Nn1cc(-c2ccccc2)nc1SCC(=O)Nc1ccc(S(N)(=O)=O)cc1 | 4
O=C(Nc1cc(F)ccc1F)N1CCN(c2ccnc3cc(Cl)ccc23)CC1 | 15
CSC(=CC(=O)c1ccc(F)cc1)SC | -10
COC(=O)c1c(C)nn(-c2ccc(OC(F)(F)F)cc2)c1-c1snnc1C | -2
CC(=O)N1N=C2c3ccccc3CCC2C1c1cccs1 (stereo unspecified) | 6
COCCCN1CN(S(=O)(=O)c2cccs2)c2nc3ccccc3nc21 | 2
C/C(CC(=O)Nc1cccnc1)=N/NC(=O)COc1ccc(Cl)cc1Br | 13
CCOC(=O)CSc1nc(-c2cccs2)nc2c1c(=O)n(C)c(=O)n2C | 5
CN(C)c1ccc(/C=C(\C#N)c2ccccc2)cc1 | -2
Cc1ccc2c(=O)[nH]c(Nc3nc(C)cc(-c4ccccc4)n3)nc2c1 | 6
CC(=O)N(CCCN(C)C)Cc1ccccn1 | -21
CCN(CC)CCSc1nnc2c3cc(C)ccc3n(Cc3ccccc3)c2n1 | -14
O=C(/C=C/c1ccccn1)c1cc(Br)ccc1O | -4
Cc1ccc(N=C2NC(=O)/C(=C/c3cccn3C)S2)cc1 | -1
CC(=O)NCCCC(=O)NNC1CC(=O)N(c2cccc(Cl)c2)C1=O (stereo unspecified) | 6
Cc1ccc(S(=O)(=O)NCCOc2nc(N(C)C)nc(N(C)C)n2)cc1 | -8
CCCCn1c(-c2ccco2)nc2oc3ccccc3c(=O)c2c1=O | -113
C/C(=N\NC(=O)c1cc(C)nc2ccccc12)c1cccs1 | 0
CC(C)(C)c1csc(Sc2ncccc2[N+](=O)[O-])n1 | -11

In another format: results already given.
O=C1C2C3c4ccccc4C(c4ccccc43)[C@@H]2C(=O)N1c1ccccn1 (stereo partly specified)
  S1P3 antagonist: -15
COCCCN1CN(S(=O)(=O)c2cccs2)c2nc3ccccc3nc21
  S1P3 antagonist: 2

(continued)
SMILES | S1P3 antagonist
C=Cn1c(C(=O)O)ccc1-c1ccc(CC)cc1 | 1
COc1ccc(S(=O)(=O)N(CCC(N)=O)Cc2ccco2)cc1OC | -5
CCc1n[nH]c(=S)n1/N=C/c1cc(Br)c(O)c(OC)c1 | 10
C/C(N)=C(/C#N)C(=O)COC(=O)c1ccc(NC(N)=O)cc1 | -16
COc1c(O)cnn(-c2ccccc2)c1=O | 1
Cc1ccc(C(=O)NNC(=O)/C=C\C(=O)O)cc1 | -13
O=C(N/N=C/c1cccnc1)c1cccs1 | -5
CC#CC[N+](C)(C)CCCCCCCCCC | -9
CC1CCN(Cc2cc(=O)oc3cc4c(cc23)CCCC4)CC1 | 7
Cc1c(C(=O)NCc2cccnc2)sc2nc(-c3ccccc3)cn12 | 8
Cc1onc(-c2c(Cl)cccc2Cl)c1C(=O)ONC(=O)c1cc(C(F)(F)F)cc(C(F)(F)F)c1 | 2
Cc1cc(=O)n2c(n1)SCOC2 | 8
COc1cc(/C=C/C(=O)NCc2nc3ccccc3[nH]2)cc(OC)c1OC | 1
COCCOC(=O)C1=C(C)NC(=O)NC1c1ccco1 (stereo unspecified) | 5
C=CCn1c(SCC(=O)Nc2ccc(C(=O)O)cc2)nnc1-c1cccnc1 | -5
Cc1cc(=O)[nH]c(SCC(=O)Nc2ccccc2[N+](=O)[O-])n1 | 8
CN(NC1OC(=O)c2ccccc21)c1ccccc1[N+](=O)[O-] (stereo unspecified) | 0
CC(C)C(=O)NS(=O)(=O)c1ccc(NS(C)(=O)=O)cc1 | -1
COC(=O)C1(C(C[N+](=O)[O-])c2ccc(C)cc2)C(=O)NCC1c1ccco1 (stereo unspecified) | -25
CN(C)CCCNc1nc(N)c([N+](=O)[O-])c(NCCO)n1 | 5
O=C(NCc1ccccc1)c1cc[n+](CC(=O)c2cccs2)cc1 | 1
Nc1ccc2nc3c(=O)[nH]c(=S)[nH]c3nc2c1 | 10
S=c1[nH]nc(-c2cccc(Cl)c2)n1/N=C/c1ccc(-c2ccccc2Br)o1 | -5
Cn1c2ccccc2c2cc(/C=C(\NC(=O)c3ccccc3)C(=O)NCC(=O)O)ccc21 | 12
COc1ccccc1C1=NOC(COc2ccc3c(C)cc(=O)oc3c2)C1 (stereo unspecified) | -9
COC(=O)c1cc(OC)c(OC)cc1NC(=O)c1cc(C(C)(C)C)oc1C | -4
CCOc1ncnc2c1[nH]c1ccccc12 | 5
CN(C)c1nc(-c2cccs2)cc(C(F)(F)F)c1C#N | -13
Cc1cc(=O)[nH]c2nnnn12 | -15
Cc1cccc(C)c1NC(=S)N/N=C/c1ccc(C(=O)O)cc1 | -4

Part of the list above, set out differently.
Cc1c(C(=O)NCc2cccnc2)sc2nc(-c3ccccc3)cn12
  S1P3 antagonist: 8
Cc1ccc2c(=O)[nH]c(Nc3nc(C)cc(-c4ccccc4)n3)nc2c1
  S1P3 antagonist: 6
CN(C)c1nc(-c2cccs2)cc(C(F)(F)F)c1C#N
  S1P3 antagonist: -13
Cc1cc(=O)n2c(n1)SCOC2
  S1P3 antagonist: 8

Next part.
SMILES | S1P3 antagonist
COc1ccc(/C=C/C(=O)Nc2ccccc2Cl)cc1S(=O)(=O)N1CCOCC1 | -6
CCn1c(SCC(=O)Nc2ccc3[nH]c(=O)[nH]c3c2)nnc1-c1ccccc1 | -4
Cc1cc(-c2onc(C)c2C(=O)Nc2ccc(C(F)(F)F)cc2)no1 | 10
CN(Cc1ccccc1)S(=O)(=O)c1cn(C)cn1 | -8
CC(=O)Nc1ccc(C(=O)N2CC(=O)NC(=O)C2)cc1 | -2
COc1ccc(S(=O)(=O)N2CCCCCC2)cc1NC(=O)Cc1ccccc1F | -2
CCC(=Nc1ccccc1O)C1=C(O)CC(c2ccccc2)CC1=O (stereo unspecified) | 12
CN(/N=C/c1cc(Cl)cc(Cl)c1O)c1c(Cl)cccc1[N+](=O)[O-] | 0
CCCOc1ccc(CSc2n[nH]c(C)n2)cc1 | -3
O=C(Nc1ccc(Cl)cc1)Nc1csc([N+](=O)[O-])c1 | 7
CC1=NOC(=O)/C1=C\c1ccccc1 | 4
CC1(C)Cc2c(C#N)c(N)n(-c3ccccc3)c(=S)c2CO1 | 5
CN1C2CCC1CC(OC(c1ccccc1)c1ccccc1)C2 (stereo unspecified) | 0
O=C(O)c1ccc(Cl)c(S(=O)(=O)N2CCCC2)c1 | -2
CCCC(=O)N/C(N)=N/c1nc2ccccc2o1 | 15
CC(/C=C\c1ccccc1)=C/C(=O)O | -10
CCc1ccc(OCC(=O)O/N=C(\N)c2ccccn2)cc1 | -2
O=C(O)c1nccnc1C(=O)Nc1ccccc1N1CCOCC1 | 2
O=C1/C(=C/c2cccnc2)SC(=S)N1c1ccc(O)cc1 | -27
O=C(Nc1c[nH]c(=O)[nH]c1=O)c1ccc2c(c1)C(=O)N(c1cccc([N+](=O)[O-])c1)C2=O | -4
Cc1oc2ccc(OCc3ccc(Cl)cc3)cc2c1C(=O)O | -9
CC(C)c1cc(C(=O)O)c2cnn(C(C)C)c2n1 | -19
Cc1nc(/C(=N/O)C(N)=O)cs1 | -3
CC(=O)NC1=NN(C(C)=O)C2(S1)C(=O)N(CC(C)C)c1ccc(C)cc12 (stereo unspecified) | 4
COc1ccc(C(=O)O)cc1S(=O)(=O)N(CCc1ccccc1)Cc1ccccc1 | 4
O=C(Nc1ccccc1)N1CCNCC1 | 5
CC1=CC(=O)CC(C)(C)C1(O)/C=C/C(C)=C/C(=O)O (stereo unspecified) | 6
Cc1cc(SCC(=O)NN)c2cc(Br)ccc2n1 | 0
CCOc1ccc(S(=O)(=O)/N=C(\N)c2ccccc2)cc1 | 5
Nc1nnc(SCc2c(F)cccc2Cl)s1 | -21

As entered above.
For S1P3 antagonist, CCOC(=O)CSc1nc(-c2cccs2)nc2c1c(=O)n(C)c(=O)n2C reads 5
For S1P3 antagonist, COc1ccc(N2C(=O)c3ccccc3NC2c2ccc(OC)c(CN3CCOCC3)c2)cc1 (stereo unspecified) reads 3
For S1P3 antagonist, Nc1nnc(SCc2c(F)cccc2Cl)s1 reads -21
For S1P3 antagonist, CC(C)(C)c1ccc(N2C(=O)CC(C/C=C/c3ccccc3)C2=O)cc1 (stereo unspecified) reads -6
For S1P3 antagonist, COc1cc(C(F)(F)F)c(C(=O)N(C)Cc2cccc(Cl)c2)cn1 reads 11
For S1P3 antagonist, O=C(O)c1ccccc1-c1ccccc1C(=O)Nc1cccc(Br)c1 reads -6

Other results follow:
SMILES | S1P3 antagonist
O=C(O)c1ccccc1C(=O)Nc1ccccc1[N+](=O)[O-] | -1
CC(OC(=O)C1=COCCO1)C(=O)Nc1cccc(S(=O)(=O)N2CCOCC2)c1 (stereo unspecified) | -18
COC(=O)c1ccc(S(=O)(=O)NCc2ccco2)n1C | -3
COc1ccc(NC(=O)CCC(=O)N/N=C/c2cn(C)nc2C)cc1 | -1
CCCc1ccc(S(=O)(=O)Nc2ccc(C)c(NS(C)(=O)=O)c2)cc1 | 0
NNC(=O)c1cccc(S(=O)(=O)Nc2cccc(C(F)(F)F)c2)c1 | 2
Cc1cc(C)nc(NC(=NCCc2c[nH]c3ccccc23)NC(=O)C(C)(C)C)n1 | -10
c1ccc(-c2nc3nc4ccccc4nc3n2CC2CCCO2)cc1 (stereo unspecified) | 1
O=C(COC(=O)c1cn(-c2ccccc2)nc1-c1ccccc1)Nc1ncc(Cl)cc1Cl | -9
COc1ccc2[nH]c(C(=O)Nc3cccc(C)n3)cc2c1 | 17
Nc1cc(N)nc(SCC(=O)Nc2ccccc2N2CCOCC2)n1 | -8
Cc1ccc(C(=O)N/C(=C/c2ccc(C(C)C)cc2)C(=O)NCCCN2CCOCC2)cc1 | 0
O=C(NC(=S)Nc1ccc2oc(=O)ccc2c1)c1ccco1 | -6
NS(=O)(=O)c1cccc(NC(=O)c2cncc(Br)c2)c1 | -7
Cc1ccc(C(=O)Nc2nn(C)c3cccc(F)c23)cc1 | 27
COCCNC(=O)c1cn(C(C)c2ccccc2F)nn1 (stereo unspecified) | -3
COc1cc(NC(=O)COC(=O)c2cnccn2)c(C)cc1[N+](=O)[O-] | -1
O=S(=O)(c1cc(Br)c(Cl)s1)N1CCCC1 | 1
CN1CCN(c2ncc3c(n2)CC(c2ccccc2F)CC3=O)CC1 (stereo unspecified) | 2

Some of the compounds tested; count on the stated rates, not on these rows.
